Compound activity as filed in PubChem.
Nrf2 activator: Nrf2 pathway activation; AREc32 ARE-luciferase reporter (MCF7-derived line), luminescence, 24 h; Potency, µM (series often up to 46.1 µM), for the others: at the highest dose activation, most hits filed as activators; 410,000 compounds, 0.31% hits; AID 624171; note: potency is the fitted concentration of half-maximal effect; % of control where 0% means no effect; nearly all actives have a fitted effect of over 65% in size
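Luminescent ARE reporter assay in AREc32_Fluc cells: overnight plating at 37 deg C, 24 hr compound incubation, Steady-Glo added, 30 min RT before reading.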
A549 tox: counter-screen for Nrf2 inhibitors: cytotoxicity in A549 cells. Potency, µM (highest dose often 46 µM), without a hit: top-dose activity change, negative = cytotoxicity, hits mostly inhibitors. 390,000 compounds, 0.16% hits. A549 ARE-Fluc cells, CellTiter-Fluor viability, 18-24 h; note: potency is the fitted concentration of half-maximal effect; % is set by controls: 0 for no effect and ±100 for the full control effect
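A549 ARE-Fluc cells in 5% FBS OPTI-MEM, 5000 cells/well, rested 2 h then exposed to compounds in concentration-response for 18-24 h at 37 °C. Viability by CellTiter-Fluor fluorescence (Ex 405/Em 525) after 30 min; luciferase luminescence (BugLite, 15 min, RT) read afterwards.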
TGFb SMAD3 inh: inhibitors of TGF-b signaling | HepG2 CAGA-GFP TGF-b/SMAD3 reporter, GFP fluorescence, 18 h; TGF-beta stimulated, 500 pg/mL final | Potency, µM (series often up to 46.1 µM), inactives show at the highest dose activity, negative = inhibition, actives largely listed as inhibitors | 410,000 compounds, 1.2% hits | AID 588855; note: potency is the fitted concentration of half-maximal effect; % is set by controls: 0 for no effect and ±100 for the full control effect; nearly all actives have a fitted effect of over 65% in size
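TGF-beta reporter screen: HEPG2 CAGA-GFP, 1% FBS, 500 pg/mL TGF-beta final, 18 h; per-cell GFP summed per well; curves fitted and categorized by class.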
ATXN2 expr inh: ATXN2 expression inhibition; HEK-293 ATXN2-luciferase reporter, luminescence, 24 h; Potency, µM (titrated, usually from 57 µM), for inactives: at the top dose activity change, negative = inhibition, usual class: inhibitors; AID 1745845; 360,000 compounds, 0.72% hits; note: potency is the fitted concentration of half-maximal effect; % is set by controls: 0 for no effect and ±100 for the full control effect; nearly all actives have a fitted effect of over 55% in size
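ATXN2-luciferase reporter cells (luciferase flanked by upstream and downstream ATXN2 gene portions) were treated 24 h at 37 °C with compounds at up to 57 uM. SteadyGlo luminescence gave expression; GF-AFC fluorescence gave viability.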
HepG2 viability: kills HepG2 cells in TGF-b inhibitor counter-screen | Potency, µM (highest dose often 46.1 µM), inactives show top-dose activity change, negative = cytotoxicity, most hits filed as cytotoxic | 410,000 compounds, 0.76% hits | HepG2 CAGA-GFP viability, ATP luminescence, 18 h | AID 588856; note: potency is the fitted concentration of half-maximal effect; some results filed as inactive show a strong effect at the top dose
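HepG2 CAGA-GFP cells (1000/well, DMEM with 1% FBS) received compound, then TGF-beta at 500 pg/mL final, and were incubated 18 hours at 37 degrees C. Viability was read by CellTiter-Glo luminescence. Media-only wells were set as complete cell-killing and DMSO as no toxicity.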
IL-2 act: activates IL-2 in a cell-based reporter assay. IL-2 activation reporter assay, cell-based qHTS; stimulated with anti-CD3/CD4/CD28 beads; in transgenic mouse T cells. activation, % (series mostly up to about 46 µM). 360,000 compounds, 0.065% hits. AID 652025; in the data active = activation above about 50%; inconclusive = mostly about 30% to 49%; note: 0% is about no effect
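Screening format: compound pinned onto unstimulated transgenic mouse T cells, 60 min incubation, then anti-CD3/anti-CD4/anti-CD28 bead stimulation for 18 hours at 37 degrees C, followed by EGFP and DsRed detection.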
Nrf2 inh: blocks Nrf2 signaling; A549 ARE-Fluc reporter, luciferase luminescence, 18-24 h; Potency, µM (doses to about 46 µM), for inactives: at the highest dose activity change, negative = inhibition, usual class: inhibitors; 360,000 compounds, 2.1% hits; AID 504444; note: potency is the fitted concentration of half-maximal effect; % is set by controls: 0 for no effect and ±100 for the full control effect; nearly all actives have a fitted effect of over 60% in size
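Nrf2 function is reported as luminescence of an ARE-controlled luciferase in A549 cells. Compounds were tested at several concentrations, and a CellTiter-Fluor read on the same wells flagged cytotoxicity.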
S2 tox: reduces viability in counter-screen for ATXN expression inhibitors. S2 cells (HEK-293 line with an ATXN2-luciferase reporter) viability, CellTiter-Fluor protease fluorescence, 24 h. Potency, µM (titrated, usually from 56.7 µM), actives largely listed as cytotoxic. 400,000 compounds, 0.49% hits; note: potency is the fitted concentration of half-maximal effect; nearly all actives have a fitted effect of over 40% in size
EPAC2 agonist: EPAC2 (human) agonism. Q8WZA2. EPAC2 activation, biochemical qHTS; response scale: 100% = 6.5 mM cAMP response. 360,000 compounds, 0.079% hits. Potency, µM (titrated, usually from 154 µM), inactives show at the highest dose activation, most hits filed as activators; note: potency is the fitted concentration of half-maximal effect; nearly all actives have a fitted effect of over 50% in size
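Compounds were added across a concentration range to EPAC2 (100 nM), RAP1B-BODIPY-GDP (250 nM) and GDP (50 uM). After 5 min at room temperature, fluorescence was recorded at 5-min intervals for 30 min.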
An asterisk follows results filed as active; & = joins results of further samples; [ ] = another dose, or the depositor's remark. Unless noted, calls come from the whole dose curve; as a rule, active = well fitted curve in the direction sought with a large enough effect; inconclusive = small, poorly fitted or top-dose-only effect, or another doubt; inactive = no such curve, though single readings can be large; an effect the other way counts as inactive or inconclusive.

CCOCCCNC(=O)c1cn(CC)c2ccc(S(=O)(=O)N3CCOCC3)cc2c1=O was read as Nrf2 activator 0.0%&0.2%, A549 tox 1%&-1%, TGFb SMAD3 inh 9%&-8%, ATXN2 expr inh 6%, HepG2 viability 2%&6%, IL-2 act 0.4, Nrf2 inh 2%&1%, S2 tox inactive and EPAC2 agonist 12%.
For C/C(=N\Nc1cc(N2CCCCC2)nc(C)n1)c1ccc(Br)cc1 the results were Nrf2 activator 15%, A549 tox -22%, TGFb SMAD3 inh 10µM*, ATXN2 expr inh inconclusive, HepG2 viability 16µM*, IL-2 act -0.6, Nrf2 inh inconclusive, S2 tox inactive and EPAC2 agonist 1%.
`C#CCn1c(=O)n(-c2cccc(Cl)c2C)c(=O)c2c3c(sc21)CN(C(C)=O)CC3` gave Nrf2 activator 18%, A549 tox 1%, TGFb SMAD3 inh -1%, ATXN2 expr inh 6%, HepG2 viability -27%, Nrf2 inh -14% and S2 tox inactive.
Screening O=C(NC(=S)Nc1ccc(S(=O)(=O)Nc2nccs2)cc1)c1ccccc1 returned Nrf2 activator 4.7%, A549 tox -2%, TGFb SMAD3 inh -9%, ATXN2 expr inh -19%, HepG2 viability 16µM*, IL-2 act 0.0, Nrf2 inh -2%, S2 tox inactive and EPAC2 agonist 2%.
`C=CCn1c(=O)c2ccccc2n2c(SCc3nnc(-c4ccccc4Br)o3)nnc12` gave Nrf2 activator -0.1%, A549 tox 1%, TGFb SMAD3 inh -6%, ATXN2 expr inh -8%, HepG2 viability -27%, IL-2 act -0.8, Nrf2 inh 4%, S2 tox inconclusive and EPAC2 agonist 12%.
`CCOc1ccc2c(c1)nc(SCC(=O)c1cccs1)n2C` gave Nrf2 activator 14%, A549 tox 0%, TGFb SMAD3 inh 3%, ATXN2 expr inh 56%[activator], HepG2 viability 3%, IL-2 act -1.1, Nrf2 inh inconclusive, S2 tox inactive and EPAC2 agonist 6%.
For CC1(C)C2CC[C@]3(C)C(CC=C4[C@@H]5C[C@@](C)(CO)[C@@H]6C[C@@]5(CC[C@]43C)C(=O)O6)[C@@]2(C)CC[C@@H]1O (some centres undefined) the results were Nrf2 activator -0.1%, A549 tox 3%, TGFb SMAD3 inh 12%, ATXN2 expr inh 8%, HepG2 viability -5%, IL-2 act -0.1, Nrf2 inh -5%, S2 tox inactive and EPAC2 agonist -12%.
For Cc1cccc(NC(=O)c2sc3nc(N4CCOCC4)c4c(c3c2N)CCCC4)c1 the results were Nrf2 activator 0.3%, A549 tox -10%, TGFb SMAD3 inh 0%, HepG2 viability 0%, IL-2 act -0.1, Nrf2 inh 1%, S2 tox inactive and EPAC2 agonist 17%.
Screening O=C(COc1ccc(S(=O)(=O)NCc2ccccc2)cc1Cl)NCc1ccncc1 returned Nrf2 activator 0.2%, A549 tox 4%, TGFb SMAD3 inh -7%, ATXN2 expr inh -21%, HepG2 viability -16%, IL-2 act -4.3, Nrf2 inh inconclusive, S2 tox inactive and EPAC2 agonist 5%.
`CCOc1ccc2nc(S(N)(=O)=O)sc2c1` gave Nrf2 activator inconclusive, A549 tox -8%, TGFb SMAD3 inh -11%, ATXN2 expr inh 35%&35%[activator], HepG2 viability -7%, IL-2 act 1.2, Nrf2 inh 7%, S2 tox inactive and EPAC2 agonist 7%.
Screening Cn1cnc(S(=O)(=O)Nc2ccc(Cl)c(C(F)(F)F)c2)c1 returned Nrf2 activator -0.3%, A549 tox 0%, TGFb SMAD3 inh -6%, ATXN2 expr inh 17%, HepG2 viability 3%, IL-2 act -1.8, Nrf2 inh 7%, S2 tox inactive and EPAC2 agonist 1%.
O=C1c2ccccc2C(Nc2ccc(S(=O)(=O)N3CCOCC3)cc2)N1c1ccccn1 (centres undefined) was read as Nrf2 activator 0.6%, A549 tox 4%, TGFb SMAD3 inh -7%, ATXN2 expr inh 0%, HepG2 viability -21%, IL-2 act -3.7, Nrf2 inh -7%, S2 tox inactive and EPAC2 agonist 14%.
For CCCSc1ncc(Cl)c(C(=O)Nc2ccc(S(=O)(=O)N3CCCCC3C)cc2)n1 (centres undefined) the results were Nrf2 activator -0.2%, A549 tox -5%, HepG2 viability -6% and Nrf2 inh inconclusive.
`CC(C)c1cnc2c(c1SCC(=O)NCc1ccccc1)c(=O)n(C)c(=O)n2C` gave Nrf2 activator -0.6%, A549 tox -2%, TGFb SMAD3 inh -10% and HepG2 viability 1%.
`COc1cc(CNC2CCCC2)cc(OC)c1OC` gave Nrf2 activator -0.1%, A549 tox 8%, TGFb SMAD3 inh -2%, ATXN2 expr inh -2%, HepG2 viability -13%, IL-2 act -1.5, Nrf2 inh 6%, S2 tox inactive and EPAC2 agonist 11%.
For NCCCC[C@H](N)c1nnc([C@H](CC(=O)O)NC(=O)C2CCNCC2)o1 the results were Nrf2 activator -1.1%, A549 tox -3%, TGFb SMAD3 inh -5%, ATXN2 expr inh 10%, HepG2 viability 0%, IL-2 act 0.3, Nrf2 inh -13%, S2 tox inactive and EPAC2 agonist 9%.
`Cc1ccc(Nc2nc3ccccc3c3nncn23)cc1C` gave Nrf2 activator 9.1%, A549 tox -7%, TGFb SMAD3 inh -16%, ATXN2 expr inh 2%, HepG2 viability -24%, Nrf2 inh -8% and S2 tox inactive.
CCCN(CCC)S(=O)(=O)c1ccc(NS(C)(=O)=O)cc1 was read as Nrf2 activator 0.5%, A549 tox 0%, TGFb SMAD3 inh -5%, ATXN2 expr inh 2%, HepG2 viability -6%, IL-2 act -1.6, Nrf2 inh -18%, S2 tox inactive and EPAC2 agonist 3%.
For CCOC(=O)Cn1cnc(-c2ccc([N+](=O)[O-])cc2)c1 the results were Nrf2 activator 5.2%, A549 tox 2%, TGFb SMAD3 inh 16%, ATXN2 expr inh 47%[activator], HepG2 viability 26%, IL-2 act 0.7, Nrf2 inh inconclusive, S2 tox inactive and EPAC2 agonist 2%.
`COc1cc(OC)c(NC(=O)C2CCN(S(=O)(=O)c3ccc4c(c3)oc(=O)n4C)CC2)cc1Cl` gave Nrf2 activator -0.9%, A549 tox 0%, TGFb SMAD3 inh -23%, ATXN2 expr inh -6%, HepG2 viability -10%, Nrf2 inh -7% and S2 tox inactive.
`CCOC(=O)[C@]12CCC=C1N(CCC1=CCCCC1)C(=O)[C@H](CC(=O)N1CCOCC1)C2` gave Nrf2 activator 0.0%, ATXN2 expr inh -5%, IL-2 act 0.8, S2 tox inactive and EPAC2 agonist 0%.
For Cc1c(Cl)cccc1NC(=S)N1CCN(Cc2ccccc2)CC1 the results were Nrf2 activator 0.3%, A549 tox -16%, TGFb SMAD3 inh -24%, HepG2 viability -20%, IL-2 act -0.1, Nrf2 inh inconclusive and EPAC2 agonist -16%.
CCOC(=O)NC(C)N1C(=O)C2C3C=CC(C3)C2C1=O (centres undefined) was read as Nrf2 activator -0.3%, A549 tox -5%, TGFb SMAD3 inh -2%, ATXN2 expr inh -21%, HepG2 viability 1%, IL-2 act 1.1, Nrf2 inh 0%, S2 tox inactive and EPAC2 agonist 2%.
Screening Cc1cc(N2C(=O)C3CCC(c4ccccc4)CC3C2=O)no1 (centres undefined) returned Nrf2 activator -0.3%, A549 tox 3%, TGFb SMAD3 inh 0%, ATXN2 expr inh 4%, HepG2 viability 3%, IL-2 act 1.2, Nrf2 inh 6%, S2 tox inactive and EPAC2 agonist 8%.
`CCOC(=O)c1cnc2ccc(OCC)cc2c1NCCN1CCOCC1` gave Nrf2 activator 3.8%, A549 tox -1%, TGFb SMAD3 inh -13%, ATXN2 expr inh -9%, HepG2 viability -54%, IL-2 act -5.4, Nrf2 inh inconclusive, S2 tox inactive and EPAC2 agonist 8%.
`Cc1ccnc(NC(=O)c2ccc(Cl)c(NC(=O)c3ccccc3C)c2)c1` gave Nrf2 activator 0.1%, A549 tox -3%, TGFb SMAD3 inh inconclusive, ATXN2 expr inh -9%, HepG2 viability -3%, IL-2 act 0.1, Nrf2 inh -16%, S2 tox inactive and EPAC2 agonist 12%.
OCCCNc1c2ccccc2nc2ccccc12 was read as Nrf2 activator -1.1%, A549 tox inconclusive, TGFb SMAD3 inh 4.5µM*, ATXN2 expr inh inconclusive, HepG2 viability 23%, IL-2 act -5.0, Nrf2 inh 8.2µM*, S2 tox inconclusive and EPAC2 agonist -4%.
Screening Cc1nc(-c2ccccc2O)n(-c2ccccc2)n1 returned Nrf2 activator -0.1%, A549 tox -3%, TGFb SMAD3 inh inconclusive, ATXN2 expr inh 1%, HepG2 viability 6%, IL-2 act 1.5, Nrf2 inh -2%, S2 tox inactive and EPAC2 agonist 1%.
For CCc1nnc(NC(=O)CSc2nnc(Cc3cccn3C)n2C)s1 the results were Nrf2 activator 0.6%, A549 tox -3%, TGFb SMAD3 inh -3%, ATXN2 expr inh 6%, HepG2 viability -12%, IL-2 act -1.4, Nrf2 inh 9%, S2 tox inactive and EPAC2 agonist 5%.
Screening Cc1ccc(NC(=O)c2ccc(CN3CC(=O)N4CCCCC4C3=O)cc2)c(Cl)c1 (centres undefined) returned Nrf2 activator 3.0%, A549 tox 0%, TGFb SMAD3 inh inconclusive, HepG2 viability -13% and Nrf2 inh inconclusive.

3 structures from above, ordered by number of heavy atoms, highest first:
`CCOC(=O)[C@]12CCC=C1N(CCC1=CCCCC1)C(=O)[C@H](CC(=O)N1CCOCC1)C2` gave Nrf2 activator 0.0%, ATXN2 expr inh -5%, IL-2 act 0.8, S2 tox inactive and EPAC2 agonist 0%.
For Cc1c(Cl)cccc1NC(=S)N1CCN(Cc2ccccc2)CC1 the results were Nrf2 activator 0.3%, A549 tox -16%, TGFb SMAD3 inh -24%, HepG2 viability -20%, IL-2 act -0.1, Nrf2 inh inconclusive and EPAC2 agonist -16%.
Screening Cc1cc(N2C(=O)C3CCC(c4ccccc4)CC3C2=O)no1 (centres undefined) returned Nrf2 activator -0.3%, A549 tox 3%, TGFb SMAD3 inh 0%, ATXN2 expr inh 4%, HepG2 viability 3%, IL-2 act 1.2, Nrf2 inh 6%, S2 tox inactive and EPAC2 agonist 8%.
